High-throughput results (PubChem BioAssay)
hERG WT inh: blocks the wildtype human KCNH2 potassium channel; activity change, % at 1.84 µM; U2OS, BacMam KCNH2, thallium flux FluxOr; hits give low values; actives 0.37% (n = 340,000); AID 720551; Q12809;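 active means maximum activity change below -70%; inconclusive means maximum activity change between -70% and -50%; inactive means maximum activity change above -50%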; further: on the % scale 0 is the no-effect control and ±100 the full control effect
Target sequence (Q12809 whole entry, looked up): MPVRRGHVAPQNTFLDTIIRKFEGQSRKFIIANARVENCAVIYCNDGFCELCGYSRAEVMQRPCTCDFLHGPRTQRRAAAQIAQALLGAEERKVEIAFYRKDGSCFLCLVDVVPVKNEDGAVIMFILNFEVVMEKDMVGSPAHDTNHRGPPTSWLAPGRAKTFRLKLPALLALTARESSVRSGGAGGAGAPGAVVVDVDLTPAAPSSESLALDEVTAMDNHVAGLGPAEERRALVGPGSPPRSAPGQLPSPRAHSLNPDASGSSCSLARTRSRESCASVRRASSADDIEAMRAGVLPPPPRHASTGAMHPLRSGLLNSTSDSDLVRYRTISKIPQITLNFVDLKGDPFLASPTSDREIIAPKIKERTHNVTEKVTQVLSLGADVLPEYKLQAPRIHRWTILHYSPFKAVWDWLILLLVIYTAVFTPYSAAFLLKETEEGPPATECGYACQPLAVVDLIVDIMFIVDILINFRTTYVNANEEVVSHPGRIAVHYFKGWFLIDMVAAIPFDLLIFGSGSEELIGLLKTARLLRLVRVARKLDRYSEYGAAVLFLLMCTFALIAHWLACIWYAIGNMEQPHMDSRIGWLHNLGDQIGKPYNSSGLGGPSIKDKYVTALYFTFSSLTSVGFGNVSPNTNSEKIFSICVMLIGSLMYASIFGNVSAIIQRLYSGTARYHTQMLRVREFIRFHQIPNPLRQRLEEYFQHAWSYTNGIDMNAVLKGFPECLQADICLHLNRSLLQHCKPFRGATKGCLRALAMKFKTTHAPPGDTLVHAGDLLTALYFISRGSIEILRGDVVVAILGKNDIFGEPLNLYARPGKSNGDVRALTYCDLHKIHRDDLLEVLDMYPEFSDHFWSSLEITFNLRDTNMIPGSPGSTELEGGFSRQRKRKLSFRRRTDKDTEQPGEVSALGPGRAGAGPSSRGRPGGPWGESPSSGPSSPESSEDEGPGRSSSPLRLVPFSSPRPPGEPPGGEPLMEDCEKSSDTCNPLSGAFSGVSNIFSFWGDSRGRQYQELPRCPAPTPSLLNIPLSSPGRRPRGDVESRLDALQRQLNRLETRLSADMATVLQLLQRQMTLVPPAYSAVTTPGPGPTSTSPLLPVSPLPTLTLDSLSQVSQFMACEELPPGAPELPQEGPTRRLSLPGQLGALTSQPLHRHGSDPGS
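U2OS cells were transduced with wild-type KCNH2 virus (2.03 x 10^8 / mL) for 4 h at room temperature, then cultured overnight at 37 C. Thallium flux was read with FluxOr dye. Rate constants were normalized to DMSO controls.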
TSHR antag: blocks TSH signaling through the human TSH receptor; actives 0.2% (n = 330,000); TSHR-expressing cells, TSH-stimulated cAMP HTRF, 2 h; hits give low values; AID 504810; P16473; activity change, negative = inhibition, % at 11.5 µM;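 active means activity change below a set negative limit, meaning inhibition stronger than a set level, cut at about -70% in these data; inconclusive means activity change between two set negative limits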; further: on the % scale 0 is the no-effect control and ±100 the full control effect
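Competitive HTRF cAMP read-out (cryptate anti-cAMP antibody, cAMP-d2; 30 min, room temperature) in freshly harvested TSHR cells. Compounds added before TSH at EC80 (4nM final), followed by 2 hours' incubation at 37 deg C.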
MBNL1 CUG block: inhibitors of human MBNL1 binding to CUG repeat RNA; actives 0.036% (n = 280,000); Potency, µM (doses to about 57.5 µM), for the others: top-dose activity change, negative = inhibition, actives largely listed as inhibitors; Q9NR56; TR-FRET MBNL1-His/biotin-(CUG)12 binding, 665/545 ratio; active means well fitted inhibition curve with a large enough effect in the signal ratio, with a control signal flat, not every such curve was filed as active; inconclusive means small, poorly fitted or top-dose-only effect, or effect the other way, or a change in a side signal; inactive means no such curve, though single readings can be large or run the other way; the % refers to the signal ratio; further: potency means the concentration at half of the fitted maximal effect; on the % scale 0 is the no-effect control and ±100 the full control effect
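TR-FRET between His-tagged MBNL1 and biotin-(CUG)12 RNA, detected with Tb anti-His antibody (0.055 ng/ul) and streptavidin-XL665 (5 nM), 60 min at room temperature. Compounds titrated 92 nM to 58 uM; 665/545 nm ratio normalized to buffer and complex controls.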
Mito fusion act: blocks mitochondrial division or promotes mitochondrial fusion; S. cerevisiae fusion-defective mutant growth rescue, CellTiterGlo 48 h; Potency, µM (top dose mostly 46.1 µM), for the others: top-dose growth rescue (activation), most hits filed as activators; actives 0.23% (n = 320,000);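 further: potency means the concentration at half of the fitted maximal effect; % of control where 0% means no effect; nearly all actives have a fitted effect of over 45% in size; temperature-sensitive fusion mutants such as fzo1-1 at 37 °C on non-fermentable ethanol glycerol medium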
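Read-out: ATP-based luminescence (CellTiterGlo, 10 min ambient) reporting growth of fusion-defective ts yeast after 48 hours at 37C on glycerol/ethanol YPEG medium in the presence of compound.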
BCR signal inh: inhibitors of chronic active B-cell receptor signaling | ABC-DLBCL IkBa-CBG/CBR reporter, luminescence ratio, 4 h | Potency, µM (titrated, usually from 46.1 µM), for the others: at the top dose ratio change, negative = lower green/red ratio, usual class: inhibitors | actives 0.05% (n = 340,000); active means well fitted inhibition curve with a large enough effect in the signal ratio, with a control signal flat, not every such curve was filed as active; inconclusive means small, poorly fitted or top-dose-only effect, or effect the other way, or a change in a side signal; the % refers to the signal ratio;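 further: potency means the concentration at half of the fitted maximal effect; plate controls were basal doxycycline-induced cells for no effect and cells given 10 µM MG132 for full effect; MG132 reads +100%, hits lower the ratio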
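TMD8 human ABC-DLBCL cells with doxycycline-inducible IκBα–green luciferase fusion and unfused red luciferase, in 0.5% FBS medium; compounds up to 46 uM, 4 h at 37C. Green/red luminescence ratio, filter-overlap corrected, fitted to concentration-response curves.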
GALK inhibitor: galactokinase (human) inhibition. P51570. Purified GALK, Kinase-Glo residual ATP luminescence. Potency, µM (series often up to 57.5 µM), without a hit: at the top dose activity change, negative = inhibition, actives largely listed as inhibitors. actives 0.007% (n = 270,000). AID 1868; further: potency means the concentration at half of the fitted maximal effect; on the % scale 0 is the no-effect control and ±100 the full control effect
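5 nM enzyme, 35 uM ATP, 100 uM galactose, 20 mM HEPES pH8.0, 5 mM MgCl2; 1 h RT; residual ATP by Kinase-Glo Plus luminescence, qHTS format.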
PKM2 activator: PKM2 (human) enzyme activation; P14618; actives 0.34% (n = 260,000); purified PKM2, Kinase-Glo ATP luminescence, activation; response scale: 0% is enzyme alone, no compound; AID 1631; Potency, µM (doses to about 57.5 µM), for the others: at the top dose activation, hits mostly activators; further: potency means the concentration at half of the fitted maximal effect; on the % scale 0 is the no-effect control and ±100 the full control effect; nearly all actives have a fitted effect of over 55% in size
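Purified hPK-M2 (>95% pure) converted ADP (0.1 mM final) to ATP with 0.5 mM PEP in 50 mM imidazole pH7.2, KCl, MgCl2, Tween 20, BSA; 1 h at room temperature. ATP detected by Kinase-Glo luminescence.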
USP2a inh: inhibitors of human ubiquitin-specific protease USP2a | actives 0.01% (n = 330,000) | USP2 core, Ub-CHOP2 coupled fluorogenic reporter, 485/531 | O75604 | Potency, µM (titrated, usually from 38.3 µM), without a hit: top-dose activity change, negative = inhibition, usual class: inhibitors;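 further: potency means the concentration at half of the fitted maximal effect; plate controls were DMSO wells for no effect and full inhibition by NEM control for full effect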
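Cell-free coupled assay: 10nM USP2 core preincubated 30min RT with compound in Tris-HCl pH 8.0/CaCl2/CHAPS buffer, then 25nM Ub-CHOP2 and 25nM reporter substrate; fluorescence (Ex 485/Em 531) read after 60min RT, normalized to NEM inhibition, concentration-response curves fitted.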
Menin MLL FP TR: menin-MLL binding inhibition, Texas Red mutant peptide; actives 0.23% (n = 270,000); Menin + Texas Red MLL mutant peptide, fluorescence polarization; AID 1768; O00255; Potency, µM (titrated, usually from 61.6 µM), inactives show at the top dose FP activity change, negative = inhibition, hits mostly inhibitors; active means well fitted inhibition curve with a large enough effect in the polarisation, with a control signal flat, not every such curve was filed as active; inconclusive means small, poorly fitted or top-dose-only effect, or effect the other way, or a change in a side signal; inactive means no such curve, though single readings can be large or run the other way; the % refers to the polarisation; further: potency means the concentration at half of the fitted maximal effect; % of control where 0% means no effect; many of its hits are not listed in these tables
S-ASM inh: inhibitors of human secretory acid sphingomyelinase; P17405; placental ASM, HMU-PC fluorogenic substrate, 60 min; Potency, µM (doses to about 57.5 µM), inactives show at the highest dose activity change, negative = inhibition, hits mostly inhibitors; actives 0.006% (n = 340,000); further: potency means the concentration at half of the fitted maximal effect
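Fluorogenic HMU-PC substrate (9 uM final) is turned over by placental ASM in 60 min at 37 C after a 10 min compound preincubation. Reaction ended by alkaline stop (pH 10), with fluorescence read at 386/447 nm.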
Eya2 phos inh: blocks the phosphatase activity of human Eya2 | recombinant Eya2, OMFP fluorescence dephosphorylation (OMFP is methylfluorescein phosphate) | O00167 | Potency, µM (titrated, usually from 76.9 µM), without a hit: at the top dose activity, negative = inhibition, most hits filed as inhibitors | actives 0.006% (n = 330,000); further: potency means the concentration at half of the fitted maximal effect; on the % scale 0 is the no-effect control and ±100 the full control effect
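Eya2 (0.2 uM) preincubated 10 min at ambient with compound, then OMFP substrate added at 50 uM; 10 min reaction in 50 mM HEPES pH 7.5, 50 mM NaCl, 5 uM MgCl2, 0.05% BSA, 1 mM DTT. Fluorescence read at Ex 485/Em 525 nm.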
Active calls of the source: *; ? = inconclusive; nt = no result given; [ ] = remark or other dose. Unless noted, the call rests on the fitted dose curve; in most records, active means well fitted curve in the direction sought with a large enough effect; inconclusive means small, poorly fitted or top-dose-only effect, or another doubt; inactive means no such curve, though single readings can be large; an effect the other way counts as inactive or inconclusive. The list is partial; count on the stated rates, not on these rows.

Every second line gives: hERG WT inh	TSHR antag	MBNL1 CUG block	Mito fusion act	BCR signal inh	GALK inhibitor	PKM2 activator	USP2a inh	Menin MLL FP TR	S-ASM inh	Eya2 phos inh
> Cn1nnnc1SCC(=O)c1c(N)n(C)c(=O)n(C)c1=O
    8	4	-3%	1%	3%	9%	-7%	2%	9%	0%	-17%
> COc1ccc(S(=O)(=O)N2CCN(CC(=O)Nc3sccc3C(N)=O)CC2)cc1OC
    20	-6	nt	-1%	-4%	nt	nt	-2%	nt	2%	-9%
> CCN(CC)c1ccc(C(=O)OCc2c(C)noc2C)cc1
    -6	-14	4%	17%	-4%	-2%	1%	-1%	?	2%	-8%
> Cc1[nH]c(=O)c(C#N)cc1-c1csc(-c2ccccc2)n1
    0	2	10%	-3%	-5%	-1%	nt	0%	?	2%	-15%
> CCC(C(=O)NCCCN(CC)Cc1ccccc1)n1nc(C)c2sc3ccccc3c2c1=O (stereo not drawn)
    18	17	2%	8%	?	9%	nt	-1%	?	0%	2%
> COc1ccc(C(=O)c2cnc(/N=C/N(C)C)s2)cc1
    -10	-1	?	5%	-14%	0%	-1%	1%	0%	144%[activator]	-12%
> CC(C(=O)OCc1nnc(-c2ccccc2)o1)N1C(=O)c2ccccc2C1=O (stereo not drawn)
    -3	9	-4%	-2%	1%	0%	-4%	2%	-16%	0%	-6%
> COc1ccc(C2/C=C\CN(C(=O)NC(C)C)CC(=O)N2Cc2ccc(F)cc2)cc1 (stereo not drawn)
    2	-1	-3%	-1%	7%	4%	-1%	8%	-29%	0%	-7%
> COc1cccc(CNC(=O)CCC2CCCN(Cc3ccc4c(c3)CCO4)C2)c1 (stereo not drawn)
    17	0	-2%	1%	2%	5%	-2%	1%	nt	2%	17%
> CCCCNCc1cc(OCC)c(OCC(N)=O)cc1Br
    21	-4	-2%	0%	-14%	1%	4%	6%	-1%	7%	6%
> Cc1nnc(SCC(=O)N(C)C2CCCCC2)s1
    -2	2	2%	1%	?	2%	1%	6%	4%	5%	6%
> COc1ccc(N2CCN(C(=O)Cn3nnc(-c4cccs4)n3)CC2)cc1
    -2	7	0%	1%	-1%	0%	?	1%	-6%	-6%	15%
> CCN1CCc2c(sc(NC(=O)C3COc4ccccc4O3)c2C(N)=O)C1 (stereo not drawn)
    8	-24	5%	5%	6%	1%	-4%	4%	-8%	20%	-16%
> CCN(CC)c1ccc(NC(=O)c2ccc(S(=O)(=O)N3CCOCC3)cc2)cc1
    2	-5	nt	nt	-10%	nt	nt	1%	nt	-5%	-26%
> CCC(CC)c1ncc[nH]1
    7	-6	1%	-7%	-6%	-1%	0%	1%	-13%	1%	6%
> CN1CCC(=NNC(=O)C(=O)NC2CCCC2)CC1
    5	-1	10%	-1%	7%	1%	-3%	1%	2%	0%	-20%
> Cn1ccnc1SCC(=O)Nc1ccc2nc(SCC(=O)NC3CC3)sc2c1
    3	-11	-8%	0%	?	0%	8%	6%	1%	-2%	0%
> COc1ccc(C2/C(=C(\O)c3cc(C)ccc3C)C(=O)C(=O)N2CCN(C)C)cc1OC (stereo not drawn)
    -8	-3	0%	-3%	1%	0%	16%	-1%	-4%	3%	-19%
> C=CCn1c(SC)nnc1-c1cccc([N+](=O)[O-])c1
    9	7	?	-3%	3%	0%	-5%	0%	0%	-1%	3%
> O=C(OCC(=O)N1CCCCC1)c1ccccc1SCC(=O)N1CCCCC1
    -12	-6	0%	-9%	1%	0%	-3%	0%	-24%	5%	24%
> O=c1[nH]c(CSc2nnc(Cc3ccccc3)o2)nc2ccccc12
    -1	1	0%	3%	?	0%	-1%	-1%	-10%	-2%	-13%
> CN(CCCNC(=O)CN1C(=O)CC(C)(C)S(=O)(=O)c2ccccc21)C1CCCCC1
    5	5	-5%	-1%	2%	1%	-10%	1%	-17%	5%	-38%
> COc1ccc(/C(C)=N/N=C2/NC(=O)CC(C(=O)O)S2)cc1 (stereo not drawn)
    5	9	-5%	-3%	-15%	0%	-2%	-1%	-14%	0%	-6%
> O=C(NCc1ccc(N2CCCC2=O)cc1)c1cn(CCc2ccccc2)nn1
    -1	-8	0%	-1%	?	-2%	-5%	0%	?	2%	30%
> O=C(Nc1ccnn1C1CCN(CCCC2CCCC2)CC1)c1ccccc1Cl
    -93*	8	1%	-8%	-3%	1%	1%	1%	?	2%	-1%
> CCOC(=O)CSc1ccc(S(=O)(=O)N2CCCC2)cc1[N+](=O)[O-]
    -1	-11	?	-4%	4%	-2%	-1%	1%	1%	-2%	-6%
> COc1cccc(CN2CCN(Cc3cc(OC)c(OC)cc3[N+](=O)[O-])CC2)c1
    -10	4	?	-5%	-5%	nt	8%	2%	-24%	3%	-7%
> Nc1nc(SCC(=O)NCCOCCO)nc2sc3c(c12)CCCC3
    4	-4	9%	9%	0%	9%	-7%	-5%	-13%	2%	-5%
> C#CCOCCOCCOCCNc1nc(N2CCN(C(=O)[C@H](Cc3ccc(O)cc3)n3cc([C@@H](N)C(C)CC)nn3)CC2)nc(N2CCN(C(=O)[C@H](CCCCN)n3cc([C@@H](N)CC(C)C)nn3)CC2)n1 (stereo partly drawn)
    nt	10	-9%	2%	-8%	1%	0%	1%	?	nt	16%
> c1ccc(-c2nnnn2CCOCCn2nnnc2-c2ccccc2)cc1
    15	6	-2%	4%	-1%	1%	3%	-2%	5%	-4%	-15%
> OCCNc1nc(Nc2ccccc2)nc2ccccc12
    2	-1	-13%	6%	?	0%	15%	-1%	-18%	9%	-17%
> COc1cccc(-c2nnc(NC(=O)c3ccccc3Br)o2)c1
    -13	-2	-3%	10%	?	1%	-1%	0%	nt	5%	-19%
> O=C(O)CCc1c(C(=O)O)[nH]c2ccccc12
    8	10	-15%	0%	6%	2%	-3%	5%	18%	-2%	30%
> COCCN(CC(=O)Nc1ccccc1)S(=O)(=O)c1ccc(S(=O)(=O)N2CCCC2)cc1
    -5	3	-1%	-7%	1%	4%	-6%	0%	2%	-1%	9%
> O=c1c2c3nc4ccccc4nc3n(-c3ccc4c(c3)OCCO4)c2ncn1C1CCCC1
    -13	-9	15%	2%	6%	3%	15%	4%	2%	111%[activator]	19%
> CN(C(=O)c1cc2c(s1)-c1ccccc1S(=O)(=O)C2)c1ccccc1
    1	6	?	-1%	0%	5%	-5%	1%	nt	1%	1%
> COc1ccc(C(=O)N/C(=C\c2cn(S(=O)(=O)N(C)C)c3ccccc23)C(=O)NCCCN2CCOCC2)cc1
    0	-6	?	0%	?	-1%	nt	1%	-7%	-2%	-1%
> CCC(=O)N1CCN(c2ccc(NC(=S)NC(=O)COc3ccccc3)cc2)CC1
    -2	-8	1%	0%	-14%	6%	1%	1%	-7%	-1%	-2%
> CC(C)(C)n1nnnc1C(c1ccc(F)cc1)N(Cc1ccc(F)cc1)Cc1ccco1 (stereo not drawn)
    -1	-4	12%	6%	17%	4%	0%	-4%	-13%	2%	-35%
> Cc1[nH]c2ccccc2c1C(=O)CSc1n[nH]c(N)n1
    -13	-3	-11%	0%	?	-1%	2%	-9%	-3%	4%	-3%
> CC1CCC(C(C)C)C(OCC(O)C[N+]2(C)CCCCC2)C1 (stereo not drawn)
    10	0	-2%	-6%	-15%	1%	4%	5%	-3%	0%	0%
> COC(=O)c1ccc(NC(=O)NS(=O)(=O)c2ccc(C)cc2)cc1
    4	5	0%	2%	0%	8%	0%	3%	16%	3%	-3%
